M. tuberculosis = growth inhibition of non-replicating M. tuberculosis (AID 488890); inhibition, % at 25 µM; hits with a dose series show IC50 in µM; Mycobacterium tuberculosis non-replicating, growth inhibition; higher % means a stronger effect; 320,000 compounds, 0.39% hits; in the data active means a potency from the dose series; inconclusive means inhibition mostly from about 82% at the one dose, without a potency; inactive means the rest, 99 in 100 with inhibition below about 76%;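 further: plate controls were DMSO cells for no effect and high antibiotic wells for full effect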
H1N1 NS1A inhibition = NS1A inhibition, H1N1 influenza, cell based functional assay (AID 504329) | one-dose inhibition, % at 12.5 µM; IC50 in µM for titrated hits | 340,000 compounds, 0.3% hits | NS1A functional cell-based assay, percent inhibition; higher % means a stronger effect; in the data active means a potency from the dose series; inconclusive means inhibition above about 27% without an active follow-up result; further: strong numbers were not always called active
M. tuberculosis HTS = M. tuberculosis growth inhibition, HTS (AID 449762); one-dose inhibition, % at 25 µM; IC50 in µM for titrated hits; M. tuberculosis H37Rv growth inhibition, 7H9 media; higher % means a stronger effect; 330,000 compounds, 0.59% hits; in the data active means a potency from the dose series; inconclusive means inhibition above about 70% without an active follow-up result;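 further: bacterial growth assessed after seven days of incubation; strong numbers were not always called active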
PhoP GFP inhibition = Inhibition of PhoP regulon, Salmonella typhi GFP reporter cells, confirmation, 4 h (AID 1850); Salmonella Typhi PhoP-promoter GFP reporter, fluorescence, 4 h; higher % means a stronger effect; one-dose inhibition, % at 50 µM; IC50 in µM for titrated hits; 310,000 compounds, 0.33% hits; in the data active means a potency from the dose series; inconclusive means inhibition mostly from about 25% at the one dose, without a potency; inactive means the rest, 99 in 100 with inhibition below about 19%;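 further: 0% = induced wells with vehicle and 100% = uninduced wells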
inhibitors of VEEV = inhibitors of VEEV TC-83 cytopathic effect, confirmation, Vero cells (AID 588727) | Vero cells, VEEV TC-83 cytopathic effect inhibition; higher % means a stronger effect | 350,000 compounds, 0.13% hits | one-dose inhibition, % at 20 µM; IC50 in µM for titrated hits; in the data active means a potency from the dose series; inconclusive means inhibition mostly from about 14% at the one dose, without a potency; inactive means the rest, 99 in 100 with inhibition below about 12%; further: strong numbers were not always called active
inhibitors of VEEV 10K pilot screen = recorded beside inhibitors of VEEV, whose call it bears; inhibition, %; measured here: 10K pilot screen inhibition
An asterisk follows results filed as active; i = inactive; ? = inconclusive; . = no result given.

SMILES	M. tuberculosis	H1N1 NS1A inhibition	M. tuberculosis HTS	PhoP GFP inhibition	inhibitors of VEEV	others
Cc1ccc(CN(C)CC(=O)NC(C)c2ccccc2)cc1 (stereo not given)	5%	4%	8%	2%	0.3%
CCOc1ccc(C(C)=O)cc1CN1c2ccc(S(N)(=O)=O)cc2CC1C (stereo not given)	30%	-3%	-4%	1%	i
O=C(N/C(=C\c1ccc(-c2ccccc2)o1)C(=O)N1CCOCC1)c1ccccc1	.	10%	.	.	10%
Cc1cc(N2CCN(C)CC2)nc2ccccc12	-10%	16%	-1%	0%	4.9%
O=c1c2ccccc2[nH]c(=S)n1CCN1CCCCC1	3%	2%	4%	10%	0.6%
COc1ccc(C2/C(=C(\O)c3cccc(OC)c3)C(=O)C(=O)N2c2ccccn2)cc1 (stereo not given)	20%	-3%	4%	-9%	0.5%
COc1cnc(SCc2ccc(Cl)cc2)nc1Cl	52%	-15%	1%	-7%	i
CCc1ccc(C(C)NC(=O)c2ccncc2)cc1 (stereo not given)	61%	-4%	5%	1%	0.3%
CCCc1nc(N)nc2c1C(=O)CC(C)(C)C2	-10%	-15%	-9%	1%	0.5%
COc1ccc(Br)cc1/C=N/NC(=O)c1cc(Br)ccc1O	1%	.	11%	7%	.
CC1CCCCN1S(=O)(=O)c1ccc2c(c1)CCN2C(=O)CCC(=O)O (stereo not given)	5%	5%	0%	5%	1.5%
CCC(=O)Nc1ccc(-c2nn3c(C)nnc3s2)cc1C	12%	-18%	7%	6%	1.3%
O=C(COc1ccc([N+](=O)[O-])cc1)N/N=C/c1cc([N+](=O)[O-])ccc1N1CCOCC1	0%	8%	3%	-1%	1.7%	inhibitors of VEEV 10K pilot screen=2.3
O=C(Nc1ccc2c(c1)OCO2)C1CC(c2ccc(F)cc2)=NO1 (stereo not given)	27%	13%	54%	2%	7.2%
COC(=O)c1cc(=O)n(CCc2ccc(OC)c(OC)c2)c(=Nc2ccc(F)c(Cl)c2)s1	26%	4%	3%	-5%	8.1%
O=C(NCc1ccccc1)C(c1ccccc1)N(Cc1cccs1)C(=O)c1cnccn1 (stereo not given)	6%	-10%	4%	2%	i
Oc1ccc(N=Nc2ccccc2C(F)(F)F)c2cccnc12	?	19%	?	-19%	>25µM*
CCn1c(/C=C/c2cc[n+](C)cc2)nc2ccccc21	29%	-4%	3%	-15%	1.1%
Cc1cccc(CSc2ccc(-c3ccco3)nn2)c1	69%	-3%	5%	-5%	i	inhibitors of VEEV 10K pilot screen=0.6
O=C(c1cccc(C(F)(F)F)c1)N1CCC(=O)N(C(CO)Cc2ccccc2)CC1 (stereo not given)	-16%	0%	-6%	19%	0.7%
CCN(C(=O)COC(=O)CC1CCCCC1)c1c(N)n(Cc2ccccc2)c(=O)[nH]c1=O	3%	-3%	-3%	.	0.7%
COc1cc(C(=O)NCCC(=O)NC2CCCCCCC2)cc(OC)c1OC	-4%	-3%	1%	-4%	3.4%
Cc1nn(C(C)c2n[nH]c(=S)n2-c2ccc(F)cc2)c(C)c1[N+](=O)[O-] (stereo not given)	8%	-2%	-6%	2%	3.1%
CC(=O)Nc1ccc(NC(=O)C23CC4CC(C2)CC(n2cnc(Br)n2)(C4)C3)cc1	-8%	2%	12%	-6%	0.8%
Cc1ccc(CNC(=O)C(NS(=O)(=O)c2ccc3nc(C)sc3c2)C(C)C)cc1 (stereo not given)	.	-4%	-3%	4%	1.2%

Structures from the list above that have an aryl methoxy group, in the order listed:
SMILES	M. tuberculosis	H1N1 NS1A inhibition	M. tuberculosis HTS	PhoP GFP inhibition	inhibitors of VEEV	others
COc1ccc(C2/C(=C(\O)c3cccc(OC)c3)C(=O)C(=O)N2c2ccccn2)cc1 (stereo not given)	20%	-3%	4%	-9%	0.5%
COc1cnc(SCc2ccc(Cl)cc2)nc1Cl	52%	-15%	1%	-7%	i
COc1ccc(Br)cc1/C=N/NC(=O)c1cc(Br)ccc1O	1%	.	11%	7%	.
COC(=O)c1cc(=O)n(CCc2ccc(OC)c(OC)c2)c(=Nc2ccc(F)c(Cl)c2)s1	26%	4%	3%	-5%	8.1%
COc1cc(C(=O)NCCC(=O)NC2CCCCCCC2)cc(OC)c1OC	-4%	-3%	1%	-4%	3.4%

(continued)
SMILES	M. tuberculosis	H1N1 NS1A inhibition	M. tuberculosis HTS	PhoP GFP inhibition	inhibitors of VEEV	others
COC(=O)CNC(=O)COC(=O)/C=C/c1ccccc1[N+](=O)[O-]	-2%	-10%	2%	1%	0.4%
CCOc1ccc(NS(=O)(=O)c2ccc(C(=O)N3CCCC(C)C3)cc2)cc1 (stereo not given)	-22%	-3%	-6%	4%	0.2%
COCCn1c(SCC(=O)NC2CCCCC2C)nnc1-c1ccncc1 (stereo not given)	-8%	6%	3%	-4%	i
O=C(Cc1cccc(NC(=O)C2CCCN(C(=O)c3ccccc3)C2)c1)Nc1ccc(C(=O)N2CCCCC2)cc1 (stereo not given)	.	1%	.	.	0.2%
Cc1ccc(C(=O)N(C)CC(=O)Nc2ccc(F)c(F)c2F)o1	10%	-1%	8%	-10%	9.6%
O=S(=O)(NCC1CCCO1)c1ccc2c(c1)OCCO2 (stereo not given)	.	10%	-2%	-12%	i
COc1ccc(C/C(=N\O)c2ccc(OC)cc2)cc1	-13%	2%	9%	5%	4.8%	inhibitors of VEEV 10K pilot screen=1.3
Cc1ccc(S(=O)(=O)NN=Cc2cc(Cl)ccc2O)cc1	.	2%	.	.	1.3%
Cc1ccc(-n2c(Cc3cccs3)nnc2SCC(=O)Nc2ccc(F)c(F)c2)cc1	-9%	6%	-10%	-4%	0.5%
O=C(CN1C(=O)NC2(CCCCCC2)C1=O)c1ccc(Cl)cc1	2%	-3%	-2%	.	1.7%
O=C(CNc1cccc(S(=O)(=O)N2CCOCC2)c1)N1CCc2ccccc21	12%	-10%	-6%	-12%	2.5%
CC(=O)N1c2ccc(S(=O)(=O)N3CCCC3)cc2CC1C(=O)Nc1cc(C)cc(C)c1 (stereo not given)	13%	-1%	4%	-7%	4.9%
CNc1cc(F)nc(F)n1	-7%	-81%	-5%	-7%	1.2%
CC(=O)c1c(C)nc2ccc(Br)cc2c1C(=O)O	.	-1%	-2%	-7%	1.2%
BrCC1C[n+]2c(SCc3ccccc3)nc3sc4c(c3c2O1)CCCC4 (stereo not given)	7%	-7%	20%	6%	0.9%
CCCN1CCN(C(=O)c2cn(CC(C)C)c(=O)c3cc(OC)c(OC)cc23)CC1	10%	5%	0%	-2%	0.3%	inhibitors of VEEV 10K pilot screen=0.1
O=C(NCC1CCOCC1)c1cc(COc2cccc(C(F)(F)F)c2)on1	6%	3%	4%	1%	0.7%
CC(C)CC(C)NNC(=O)c1cc2ccccc2[nH]1 (stereo not given)	.	21%	.	0%	i
CCn1c(COc2cccc(C)c2)nnc1SCC(=O)N1CCCC1	3%	-5%	6%	1%	4.8%
Cc1cccc(C(=O)NC(=S)Nc2ccccc2C(=O)O)c1	61%	1%	12%	6%	8.1%
CCOc1ccc(CN2CCN(C/C=C/c3ccc(OC)cc3)CC2CCO)cc1 (stereo not given)	60%	3%	?	-7%	i
CCOc1ccc(NC(=O)c2ccc(CNc3c(NC4CCCCC4)c(=O)c3=O)cc2)cc1	.	5%	-2%	.	0.0%
O=C(CCCSc1ccccc1)Nc1ccc(Cl)c(S(=O)(=O)N2CCOCC2)c1	21%	2%	-9%	.	5.5%
O=C(Cn1ccc([N+](=O)[O-])n1)NCc1nc2ccccc2[nH]1	6%	0%	9%	-10%	3.2%
CCNC(=S)NNC(=O)c1cccn(Cc2ccc(Cl)cc2Cl)c1=O	1%	3%	3%	11%	2.6%

Structural class: the entries above containing a COOH group (3)
SMILES	M. tuberculosis	H1N1 NS1A inhibition	M. tuberculosis HTS	PhoP GFP inhibition	inhibitors of VEEV	others
CC1CCCCN1S(=O)(=O)c1ccc2c(c1)CCN2C(=O)CCC(=O)O (stereo not given)	5%	5%	0%	5%	1.5%
CC(=O)c1c(C)nc2ccc(Br)cc2c1C(=O)O	.	-1%	-2%	-7%	1.2%
Cc1cccc(C(=O)NC(=S)Nc2ccccc2C(=O)O)c1	61%	1%	12%	6%	8.1%

(list continues)
SMILES	M. tuberculosis	H1N1 NS1A inhibition	M. tuberculosis HTS	PhoP GFP inhibition	inhibitors of VEEV	others
CCN(C(=O)COc1ccc(N(C)S(=O)(=O)c2ccc(NC(C)=O)cc2)cc1)C1CCCCC1	34%	-8%	2%	.	6.0%
CC1CC(C)CN(C(=O)CN2CCN(Cc3ccc(Cl)cc3)C2=O)C1 (stereo not given)	11%	-15%	0%	-20%	0.4%
NCCSc1c(-c2ccc(Cl)cc2)[nH]c2ccccc12	45%	-5%	0%	21%	52%
COc1cccc(C(=O)CN2CCC(NC(=O)NC3CCCCC3)CC2)c1	.	-3%	.	.	0.4%
Cc1ccc(Nc2nc(N)c([N+](=O)[O-])c(NCc3ccco3)n2)cc1	10%	0%	1%	-11%	1.6%
CCNc1ccc(S(=O)(=O)N(C)C)cc1[N+](=O)[O-]	-4%	-7%	-4%	6%	0.8%
CCOC(=O)c1cc(-c2ccco2)nc2c1c(C)nn2-c1ccccc1	11%	1%	4%	6%	2.2%
Cc1ccc(N(CC(O)CN(C)C)S(=O)(=O)c2ccccc2)cc1 (stereo not given)	22%	-2%	-4%	7%	0.7%
CSc1nc(-c2ccc(Cl)cc2)nn1C(=O)c1ccccc1	68%	-5%	1%	10%	3.0%	inhibitors of VEEV 10K pilot screen=1.5
OCC1(Cc2ccccc2C(F)(F)F)CCN(Cc2ccncc2)CC1	10%	-18%	2%	-11%	0.2%
COc1ccc(OC)c(NC(=O)CCN2CCN(c3ccccc3OC)CC2)c1	40%	1%	1%	2%	2.3%
Cc1nn(-c2nc3ccccc3n2Cc2ccccc2)c2c1C(=O)CC(C)(C)C2	21%	-5%	-2%	12%	4.2%
O=C(CN(C(=O)Cn1nnc(-c2cccs2)n1)c1ccc2c(c1)OCCO2)NCc1ccccc1	30%	-3%	7%	-7%	4.6%
COc1ccc(CCC(=O)NNC(=O)c2ccccn2)cc1OC	.	-8%	.	.	11%
COc1ccc(C(=O)NCC2(c3ccccc3)CCCC2)c(OC)c1	64%	-1%	52%	1%	i
C/C(=N\Nc1nc2ccccc2[nH]1)c1ccc2c(c1)OCCO2	?	-1%	15%	12%	6.3%
COc1ccccc1CN1CC(C(=O)N2CCN(c3ccc(F)cc3)CC2)CC1=O (stereo not given)	-3%	-10%	-7%	-5%	i
CC(C)Oc1ccc(CNC(=S)N/N=C/c2cccnc2)cc1	-16%	6%	-2%	-5%	i
Cc1cc(C)c(C(=O)NC2CCCc3c2cnn3-c2ccc(C)c(C)c2)c(=O)[nH]1 (stereo not given)	12%	10%	19%	9%	2.3%
Cc1ccccc1NS(=O)(=O)c1cc(C(N)=O)ccc1C	-5%	-9%	-5%	-9%	0.4%
COc1ccc(CNCc2c(O)c(Cl)cc3c(C)c(C)c(=O)oc23)c(OC)c1	-1%	-15%	-1%	4%	0.9%
O=C(NCc1ccc2c(c1)OCO2)c1ccc(Cl)c(S(=O)(=O)NCc2ccccc2)c1	28%	-4%	-10%	-1%	0.9%
CCCCn1c(=N)n(CC(O)COc2ccc(C)cc2)c2ccccc21 (stereo not given)	?	22%	18%	6%	i
CC(/C=N/NC(=O)Cn1cnc2c1c(=O)n(C)c(=O)n2C)=C\c1ccccc1	6%	-8%	0%	7%	1.2%
COc1ccc(C2=NOC(C(=O)Nc3ccc4c(c3)OCO4)C2)cc1OC (stereo not given)	13%	-4%	2%	-1%	1.1%

Later entries.
SMILES	M. tuberculosis	H1N1 NS1A inhibition	M. tuberculosis HTS	PhoP GFP inhibition	inhibitors of VEEV	others
Cn1c(=O)c2c(nc(N3CCCCCC3)n2CC(=O)c2ccccc2)n(C)c1=O	-8%	22%	-2%	2%	0.6%
Cc1ccc(C(=O)Oc2ccccc2N2C(=O)C3C4CCC(C4)C3C2=O)cc1 (stereo not given)	-9%	0%	-1%	-10%	1.2%
Cc1ccc(C(=O)NCC(=O)OC(C)C(=O)NC2CCCc3ccccc32)cc1 (stereo not given)	-7%	-5%	1%	9%	1.7%
O=C(Nc1nnc(SCC(=O)N2CCCCC2)s1)c1ccccc1F	-18%	10%	6%	-11%	2.5%
Cc1ccc(-c2nnn(CC(=O)NC3CC4CCC3C4)n2)cc1 (stereo not given)	14%	4%	10%	-18%	2.3%
O=C(COC(=O)c1ccccc1NC(=O)C1CC1)c1ccc2c(c1)OCCO2	37%	.	6%	1%	.
CC[C@H](C)Cc1cn([C@@H](CCCCN)C(=O)NCCCCCCCCCCC(=O)N2CCNCC2)nn1	72%	-2%	43%	1%	0.3%
CC(=O)N1N=C(c2cccs2)CC1c1ccc(C)o1 (stereo not given)	6%	3%	0%	-1%	i
O=C(c1cc(-c2ccccc2)nn1-c1ccccc1)N1CCN(S(=O)(=O)c2cccc(F)c2)CC1	-5%	-1%	10%	-6%	0.3%
